From PubChem
bCat nuc transl = beta-catenin nuclear translocation modulation | HeLa beta-catenin nuclear translocation, immunofluorescence imaging | nuclear translocation activity, % at 5 µM | hit rate 0.3% among 190,000 | AID 1665;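 active = nuclear translocation activity above 50% at 5 µM, with a well cell count of 50 or more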;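 note: per-cell ratio of nuclear to cytoplasmic median beta-catenin stain intensity; plate controls were DMSO negative control for no effect and GSK-3 inhibitor IX positive control for full effect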
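Test system: human HeLa cells, endogenous beta-catenin. Times: 24 h compound exposure, 37°C. Measured by: beta-catenin immunofluorescence imaging with DAPI.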
Autophagy mod = alters autophagy in cells. hit rate 0.98% among 190,000. AID 463193. MEF GFP-LC3 puncta imaging; test concentration mostly 10 µM. calls only at 10 µM (by protocol);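 active = percentage of spot-positive cells more than 3 SD above its plate mean, without a fluorescence outlier flag or 80% toxicity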;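 note: spot-positive cell cutoff set from DMSO-treated cells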
Ins promoter up = MIN6 insulin promoter up-regulation | MIN6 insulin promoter-GFP reporter, high-content imaging; hits give high values | z-score at 5 µM | hit rate 0.3% among 190,000;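 active = z-score above 3 at 5 µM with at least 500 cells counted in the well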
HEK293 NOD2/NF-kB = NOD2 signaling inhibitors, cell-based, luminescence, uHTS, HEK293 (AID 1566); HEK293 NOD2/NF-kB luciferase reporter, luminescence; higher % means a stronger effect; inhibition, % at 4 µM; hits with a dose series show EC50 in µM; hit rate 0.63% among 290,000; in the data active = inhibition above about 50%; note: many of its hits are not listed in these tables
Dynein cargo inh = dynein cargo transport inhibition; hit rate 0.47% among 220,000; AID 1381; 3617.4 mouse cells, GR-EGFP nuclear translocation imaging; test concentration mostly 20 µM; stimulated with dexamethasone, 1 µM; hits give low values; z-score, hits read low;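 active = plate z-score of nuclear minus cytoplasmic receptor signal below a set negative limit, without overly bright fluorescence or cell loss, cut at about -3.5 in these data, passing the limit was not always enough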;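 note: z-score of nuclear minus cytoplasmic ring GR-EGFP intensity difference per well; some compounds called inactive have numbers as strong as hits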
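medium = tetracycline-free induction medium containing charcoal-stripped FBS | probe or stimulus = dexamethasone, 1.0 µM final | timing = 48 h induction, then 1 h compound, then 30 min agonist, 37 °C | detection = automated 10x imaging of fixed Hoechst-stained cells | read-out basis = nuclear versus cytoplasmic GR-EGFP signal, averaged per well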
NOD1 NF-kB reporter = inhibition of NOD1-driven NF-kB reporter – cell-based, luminescence, uHTS, primary screen (AID 1578); hit rate 1% among 290,000; NOD1-driven NF-kB luciferase reporter cells, luminescence; higher % means a stronger effect; inhibition, % at 4 µM, or EC50 in µM where a hit was titrated; in the data active = inhibition mostly above about 36%, no sharp cut-off; inactive = mostly below about 34%;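 note: HEK-293T reporter cells stimulated with the NOD1 agonist gamma-tri-DAP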
MT stabilizer = microtubule stabilization, imaging screen. hit rate 0.83% among 200,000. AID 2205. % tubulin-high responders, % at 10 µM. HeLa tubulin immunostaining HCS, 24 h; share of cells brighter than vehicle mean+2SD;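 active = plate Z-score above 3 for both tubulin-high and condensed-nucleus cell shares, with cell loss under 80%, at 10 µM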;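 note: anti alpha tubulin signal scored within the nucleus-defined area of each cell; some results filed as inactive read as strong as hits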
Yfh1-off respiration = enhancers of respiration in Yfh1-depleted yeast, dose response, Friedreich's ataxia, plus single-dose screen (AID 1465); S. cerevisiae Yfh1-off respiration, WST-1 reduction, 72 h; higher fold induction means a stronger effect; fold induction at 50 µM, or EC50 in µM where a hit was titrated; hit rate 0.074% among 220,000;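 active = fold induction of absorbance versus untreated yeast above a set limit, then at least 30% activation at any dose in follow-up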;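 note: activators that raise dye reduction in frataxin-depleted yeast; strong numbers were not always called active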
P. falciparum M17LAP = P. falciparum M17LAP inhibitors, primary screen, biochemical, fluorogenic H-Leu-NHMec substrate, 1536-well (AID 1619) | hit rate 0.38% among 220,000 | recombinant M17LAP, H-Leu-NHMec fluorogenic kinetic assay; higher % means a stronger effect | inhibition, % at 30 µM, or IC50 in µM where a hit was titrated;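 active = compound inhibiting the enzyme by more than half at any dose during confirmatory dose-response retesting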;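 note: plate controls were full reaction with DMSO carrier for no effect and no enzyme background for full effect; strong numbers were not always called active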
Dynein cargo inh cytoplasmic EGFP = further read-out of Dynein cargo inh, marked with its call; z-score; measured here: cytoplasmic GR-EGFP intensity; hits give high values
Dynein cargo inh nuclear GR-EGFP = further read-out of Dynein cargo inh, marked with its call; z-score; measured here: nuclear GR-EGFP intensity;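 lower value marks the stronger effect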
Dynein cargo inh cell count = also measured in Dynein cargo inh; calls as there; z-score; measured here: cell count per field
Ins promoter up cell count = further read-out of Ins promoter up, marked with its call; cell count; measured here: cytotoxicity, nuclei count;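 total cells summed across four imaged fields per well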
bCat nuc transl cell count 5 µM = second read-out of bCat nuc transl, no call of its own (marks repeat the call); cell count; measured here: cell count, cytotoxicity flag
MT stabilizer Hoechst-high % = recorded beside MT stabilizer, whose call it bears; % Hoechst-high responders; measured here: nuclear condensation Hoechst responders;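 share of cells brighter than vehicle mean plus two SD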
MT stabilizer cytotoxicity % = second read-out of MT stabilizer, no call of its own (marks repeat the call); toxicity, %; measured here: cytotoxicity by cell density;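 0% = mean cell density of plate MIN control wells and 100% = no cells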
Autophagy mod cell loss 18 h = second read-out of Autophagy mod, no call of its own (marks repeat the call); toxicity, %; measured here: cell loss, nuclei count;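 cell loss after 18 h compound exposure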
Active calls of the source: *; i = inactive; / = not tested or not shown.

Molecule	bCat nuc transl	bCat nuc transl cell count 5 µM	Autophagy mod	Autophagy mod cell loss 18 h	Ins promoter up	Ins promoter up cell count	HEK293 NOD2/NF-kB	Dynein cargo inh	Dynein cargo inh cytoplasmic EGFP	Dynein cargo inh nuclear GR-EGFP	Dynein cargo inh cell count	NOD1 NF-kB reporter	MT stabilizer	MT stabilizer Hoechst-high %	MT stabilizer cytotoxicity %	Yfh1-off respiration	P. falciparum M17LAP
O=C(CC12CC3CC(CC(Br)(C3)C1)C2)NC1=NCCS1	-0.1	654	i	12.6	0	1220	8.2%	0.397	-0.322	0.702	-0.484	-35.6%	5.6	1.6	6.4	i	2.2%
Cc1c(Br)c([N+](=O)[O-])nn1C(C)C(=O)N1CCCc2ccccc21 (stereo not given)	-2.0	1430	i	-21.7	-0.39	1200	-0.9%	1.38	-0.169	1.4	-0.686	/	1.8	1.5	2.5	i	1.9%
O=C(CSCc1ccc(Cl)cc1Cl)Nc1nccs1	-1.8	601	i	0.9	-0.07	1273	6.0%	0.735	-0.219	1.04	-0.266	-1.2%	3.1	1.2	6.5	i	-15.7%
CCN(CC)c1ccc(N=Cc2c(C)[nH]c3ccccc23)cc1	/	/	i	7.2	0.34	1312	14.1%	-1.01	-0.0949	-0.789	0.819	-29.9%	2.2	3.2	5.1	i	-1.1%
COc1cc(C2Nc3ccc4ncccc4c3C3=C2C(=O)CC(C)(C)C3)cc(OC)c1O (stereo not given)	-5.0	1262	i	2.3	-0.08	948	8.0%	0.269	-0.384	0.175	0.558	-32.5%	3.1	2.6	4.6	i	0.9%
c1ccc(-c2nc3cc4ccccc4cc3[nH]2)nc1	-1.4	1096	i	1.5	-0.06	1724	-113.8%	-0.0391	-0.067	-0.133	0.703	16.8%	3.1	1.5	7.4	i	1.2%
O=C(Nc1cnn(Cc2ccc(F)cc2)c1)C(c1ccccc1)c1ccccc1	-3.4	1296	i	16.3	0.15	1240	-3.1%	0.794	-0.209	1.04	-1.75	-14.4%	2.2	2.1	7.8	i	2.3%
COc1cccc2c(Cl)c(CCCl)c(C)nc12	0.6	1420	i	32.6	/	/	-14.4%	-0.594	0.563	0.0795	-0.596	17.7%	2.6	1.3	4.8	i	-5.6%
CC(=O)c1ccc2c(c1)C1C=CCC1C(c1ccncc1)N2 (stereo not given)	3.7	1423	i	-29.7	-1.06	1036	2.8%	-0.927	-0.344	-0.213	0.466	-10.3%	2.2	1.4	7.0	i	6.3%
CC(=O)C1=C(O)C(=O)N(CCc2c[nH]c3ccccc23)C1c1ccccc1 (stereo not given)	-0.2	966	i	28.1	0.78	1433	-4.3%	-0.0518	-0.149	0.487	-0.176	-25.3%	0.9	1.5	4.4	i	/
O=C(N/N=C/c1ccco1)c1cc(-c2cccc3ccccc23)n[nH]1	0.2	1266	i	-8.1	-1.09	1728	-22.0%	0.269	-0.186	0.0448	-0.123	-7.5%	1.8	2.7	8.1	i	7.6%
CCc1ccc2[nH]c(=O)c(CN(CCCN3CCOCC3)C(=O)Nc3ccccc3)cc2c1	-5.0	1165	i	-4.7	-1.61	951	16.2%	0.116	-0.171	0.351	-0.175	-9.7%	7.1	3.1	4.6	i	5.4%
CCOc1cc(C(c2c(C)[nH][nH]c2=O)c2c(C)[nH][nH]c2=O)ccc1OC(=O)c1cccc([N+](=O)[O-])c1	-8.0	1313	i	36.9	-0.58	954	-3.7%	-1.12	-0.243	-0.611	1.56	-11.5%	2.8	1.1	7.0	i	49.7%
COc1cc(/C=N/NC(N)=O)cc(Br)c1OCc1ccc(C)cc1	-0.5	826	i	-36.5	/	/	12.6%	-0.0696	-0.244	-0.243	0.865	23.9%	3.9	3.0	4.9	i	-5.3%
O=C(c1ccccc1)c1ccc(C(=O)N2CCN(c3ccc(F)cc3)CC2)o1	-4.4	960	i	-4.4	-0.32	966	10.1%	0.0633	1.22	0.306	-0.257	-35.8%	3.6	3.1	10.2	i	-1.0%
Cc1cc([N+](=O)[O-])cc(C)c1OCC(=O)N/N=C/c1ccc(OC(=O)c2ccccc2)cc1	2.1	950	i	-1.6	0.3	1261	12.0%	0.0123	-0.3	-0.204	0.643	-16.2%	5.5	3.1	6.4	i	2.6%
CC1CCCC(NC(=O)COC(=O)COc2ccc(Cl)cc2)C1C (stereo not given)	/	/	i	-3.4	1.41	714	9.0%	-0.623	-0.294	-0.377	1.24	-2.8%	2.9	2.1	9.1	i	7.2%
O=C(Nc1nc(-c2ccc([N+](=O)[O-])cc2)cs1)c1c(F)cccc1F	-1.2	1077	i	-12.0	-0.07	1483	13.4%	-0.588	-0.229	-0.139	0.873	-40.8%	2.6	2.4	9.0	i	4.2%
COC(=O)CC(=O)N1CCN(c2ccc(Cl)c(Cl)c2)CC1	-0.8	1054	i	9.1	-0.18	1371	1.8%	-0.936	-0.298	-0.486	0.357	-19.7%	2.3	1.7	1.2	i	-5.2%
O=[N+]([O-])c1ccc(Nc2ccc(F)cc2)nc1	-0.8	934	i	18.3	/	/	-31.1%	1.25	-0.319	0.325	-0.365	21.6%	4.5	1.7	4.2	i	8.4%
Cc1cc(C)c2cc(CN(Cc3ccco3)C(=O)NCc3ccccc3)c(=O)[nH]c2c1	-0.7	1134	i	-51.1	0.52	1119	-3.6%	0.513	0.447	1.22	-0.647	18.0%	3.2	2.4	7.4	i	-5.8%
N#CCCCN1C(=O)C(=C(C#N)C#N)c2ccccc21	1.2	1050	i	5.3	0.18	1436	6.8%	-2.82	1.07	-1.49	0.262	-16.2%	2.0	1.2	6.8	i	/
O=C(O)CCc1ccc(-c2cccs2)n1NC(=O)c1ccc(Cl)cc1Cl	/	/	i	-10.0	0.46	952	2.2%	-0.116	-0.0997	0.141	0.0505	18.2%	1.9	1.3	6.7	i	28.5%
COC(=O)c1ccc(CO/N=C2\CCCc3nonc32)cc1	-0.9	1074	i	0.3	0.2	1322	-1.8%	-0.532	-0.278	-0.11	0.0401	-37.7%	4.6	2.5	8.4	i	-1.9%
O=C(COc1ccccc1)Nc1ccc(-c2nnc(-c3ccco3)o2)cc1	1.5	1315	i	9.8	-0.86	1531	-18.2%	-0.55	-0.147	0.0504	-0.333	9.3%	4.7	3.2	8.1	i	-3.8%
C=CCNCCCOc1ccc(C(C)(C)c2ccccc2)cc1	0.0	499	i	2.4	0.53	1231	12.2%	-1.53	0.127	-1.07	0.58	-1.7%	2.1	1.9	7.7	i	16.5%
CCOc1ccc(-c2noc(=O)[nH]2)cc1	-2.1	1021	i	5.8	0.18	1477	9.0%	0.132	-0.0761	0.255	-0.294	-5.5%	3.2	2.7	7.0	i	-15.9%
Brc1cc(/C=N/n2cnnc2)oc1Br	-5.3	969	i	-7.0	0.19	1178	4.8%	-1.44	0.299	-0.969	-0.106	-20.0%	2.0	2.5	2.1	i	15.2%
CCN(CC)S(=O)(=O)c1ccc(OC)c(NC(=O)C(C)Oc2ccc3c(C)cc(=O)oc3c2)c1 (stereo not given)	-1.7	1209	i	10.8	-0.3	1258	9.0%	0.13	-0.244	0.223	0.647	-28.3%	2.1	2.4	13.3	i	-5.2%
CNC(=O)C(=O)NCC1OCCN1S(=O)(=O)c1ccc([N+](=O)[O-])cc1 (stereo not given)	-1.1	949	i	6.1	0.34	1317	17.4%	-0.444	-0.316	-0.476	0.904	-11.4%	3.3	2.0	7.5	i	4.7%
COc1ccc(S(=O)(=O)N2CCN(Cc3cccc(Cl)c3)CC2)cc1	3.1	1126	i	3.3	-0.34	1182	4.1%	-0.818	-0.268	-0.0665	1.74	-17.5%	2.5	0.3	21.1	i	3.6%
Cc1ccc(Nc2cc(-n3nc(C)cc3C)ncn2)c(C)c1	-3.5	985	i	1.7	0.34	1216	-8.9%	2.95	-0.123	2.07	-1.2	-56.3%	2.3	0.9	4.1	i	-12.3%

An excerpt, so the mix of outcomes need not match the whole.
